Screening results: PubChem, Vanderbilt High Throughput Screening Facility
Cav3 T inh = inhibitors of human Cav3.2 T-type calcium channel; O95180; Cav3.2-expressing cells, Fluo-4 calcium fluorescence FDSS; hits give low values; B-score at 10 µM; 4% of 100,000 active; AID 449739;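 active = single-dose well whose peak fluorescence ratio is a statistical outlier from its plate by either plate-standardised score or position-corrected B-score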
Active calls of the source: *.

SMILES	Cav3 T inh
O=[N+]([O-])c1ccc(Cl)c(C2Nc3cccc4cccc(c34)N2)c1	0.026
O=S1(=O)CC(N2CCOCC2)c2ccccc21 (stereo not given)	0.048
O=C(CCN1C(=O)/C(=C\c2ccccc2Cl)SC1=S)N1CCN(c2ccccc2)CC1	-2.7
Cc1ccc(S(=O)(=O)N2CCOCC2)cc1C(=O)NCc1ccc2c(c1)OCO2	1.1
COc1ccccc1N(C)S(=O)(=O)c1ccc(C(=O)N(CC(N)=O)C(C)C)cc1	-0.11
CC(=O)c1c(C)n(CCO)c2ccc(O)cc12	0.00078
NNc1ncnc2c1cnn2-c1ccccc1	2.5
Cc1cc2nc(C3CCN(Cc4nnnn4Cc4ccccc4)CC3)[nH]c2cc1C	-0.81
c1coc(CNc2nc3ccccc3n2CCN2CCOCC2)c1	1.3
CCSc1nnc2c(n1)OC(c1ccc(C(=O)O)cc1)N(C(C)=O)c1ccccc1-2 (stereo not given)	0.57
CCCCNC(=O)C1CC(c2cccc([N+](=O)[O-])c2)=NO1 (stereo not given)	-0.29
O=C(NCCN1CCOCC1)c1ccc(F)cc1	0.25
CCCSc1nc(N)c(C#N)c(-c2ccc(C)cc2)c1C#N	0.43
CCCCn1c(SCC(=O)Nc2cc(C)on2)nc2ccsc2c1=O	-1
COc1ccc(OC)c(C(=O)CSc2nnnn2C)c1	0.3
CCS(=O)(=O)NCCc1cc2ccc(C)cc2[nH]c1=O	-0.4
CCc1ccc2oc(=O)cc(CN3CCCCC3C)c2c1 (stereo not given)	-3.9
N#CCSc1nnc(C2CCCCC2)n1Cc1ccccc1	0.37
O=C(CCC(=O)CCN1CCCCC1)CCN1CCCCC1	0.71
COc1ccc(S(=O)(=O)N2CCOCC2)cc1C(C)C	0.75
C=CCNC(=O)CN1C2CCCC1CC(NC(=O)c1ccccc1C)C2 (stereo not given)	1.5
CC(=O)c1ccc(NC(=O)c2cc(CC(C)C)on2)cc1	0.35
CCn1cnc2sc(C(=O)Nc3ccc4c(c3)OCO4)c(C)c2c1=O	0.89
Cc1ccc(C)c(N/C=C(\C#N)c2nc3ccccc3o2)c1	0.42
CCCOc1ccc(/C(O)=C2/C(=O)C(=O)N(CCCn3ccnc3)C2c2ccco2)cc1 (stereo not given)	0.14
COc1cc(-c2noc(CCCC(=O)NC3CCCCC3)n2)cc(OC)c1OC	1
Cc1nn(C)cc1/C=N/NC(=O)c1sc2ccccc2c1Cl	2.2
Cn1c(SCC(=O)N2CCN(Cc3ccccc3)CC2)nnc1-c1ccncc1	-0.18
CC12CC(NC(=O)N1c1cccc(C(=O)NCc3ccc4c(c3)OCO4)c1)c1cc(Cl)ccc1O2 (stereo not given)	-3.7*
COc1ccc(Cl)cc1NC(=S)NCCc1c[nH]c2ccccc12	-2.9
COCc1cc(C)nc(SCC(=O)Nc2cccc3cccnc23)c1C#N	-0.2
CC(C)(C)OCC(NC(=O)C(CC(N)=O)NC(=O)OC(C)(C)C)C(=O)OC(C)(C)C (stereo not given)	-1.2
COc1ccc(NC(=O)CS(=O)CC(=O)NC2CCCc3ccccc32)cc1 (stereo not given)	-1.1
O=C(Nc1nccs1)Oc1ccccc1	0.43
COc1cc(S(=O)(=O)N2CCN(c3ccc(F)cc3)CC2)ccc1Cl	-0.008
COc1ccc(C2CC(C(F)(F)F)n3ncc(C(=O)NCc4cccnc4)c3N2)cc1OC (stereo not given)	0.37
Oc1c(C=Nc2cccc3cccnc23)sc2ccccc12	-2.8
COc1ccc(CCNC(=O)CC2Nc3cc(C)c(C)cc3NC2=O)cc1OC (stereo not given)	-0.41
O=S(=O)(c1ccc(N2CCCC2)nc1)N1CCOCC1	0.022
CCc1cc(=O)oc2cc(OCC(=O)OC)c(Cl)cc12	0.31
Cc1csc(NC(C)c2nc3cc(Cl)c(Cl)cc3n2CCCO)n1 (stereo not given)	-0.11
CC(=O)C1=C(C)Nc2ncnn2C1c1cccc(OCc2ccccc2)c1 (stereo not given)	0.73
Cn1c(COc2ccccc2)nnc1SCc1nc2ccccc2[nH]1	0.18
Cc1cc(NC(=O)CSc2nnc(C3COc4ccccc4O3)o2)no1 (stereo not given)	1.1
CC1CCCN(C(=O)c2ccncc2)C1 (stereo not given)	0.025
COc1ccc(/C(O)=C2/C(=O)C(=O)N(CCCC(=O)O)C2c2ccc(OC)cc2)cc1 (stereo not given)	0.04
CCC(=O)NC(C)C(c1cccs1)N1CCN(c2ccccc2)CC1 (stereo not given)	0.47
Nc1nc(Nc2ccc(Cl)cc2)nc2ccccc12	0.38
CN=CC1=C(O)c2ccccc2C1=O	-0.21
COC(=O)c1c(NC(=O)CSc2nnc(-c3ccco3)n2C)sc(C)c1C	0.74
CCCOc1cccc(C(=O)N(Cc2ccc(OC)c(OC)c2)C2CCS(=O)(=O)C2)c1 (stereo not given)	2
C#CCNC(=O)C1=C[C@@H](c2ccc3c(c2)OCO3)C[C@@H](OCc2ccc(CO)cc2)O1	0.28
COc1c(F)c(F)c(C(=O)Nc2ccccc2N2CCN(C(=O)C(C)C)CC2)c(F)c1F	0.079
O=C(C1=C(O)C(=O)N(Cc2ccccc2)C1c1cccnc1)c1ccco1 (stereo not given)	0.12
c1ccc2[nH]c(CSc3nc4ccccc4s3)nc2c1	-6.4*
O=c1c2c(nc3nc[nH]n13)CCC2	-1
O=c1[nH]cnc2cc(-c3ccccc3)sc12	0.36
CCC1(CC)C(=O)NC(=O)NC1=NCCc1c[nH]c2ccccc12	1.1
COc1cccc(C(=O)Nc2ncc3c(n2)CC(C)CC3=O)c1 (stereo not given)	-0.46
COC(=O)c1sccc1-n1cccc1C(=O)C(=O)N1CCCCC1	0.36

Carrying on.
SMILES	Cav3 T inh
c1ccc2[nH]c(CN3CCCCCC3)nc2c1	0.98
c1ccc2[nH]c(SCCN3CCOCC3)nc2c1	0.088
CON1C(=O)CN(C(C)=O)C1c1ccc(Cl)cc1Cl (stereo not given)	0.18
COc1cc(/C=C2/SC(=O)N(Cc3ccccc3)C2=O)ccc1OCc1ccncc1	-0.72
O=C(NC(=O)c1cccc(OC(F)(F)C(F)F)c1)OC1CCS(=O)(=O)C1 (stereo not given)	0.5
CCC(=O)N(Cc1cc2cc(OC)ccc2[nH]c1=O)c1cccc(C)c1	-0.26
O=C(Nc1cccc2ccccc12)c1nn(C23CC4CC(CC(C4)C2)C3)cc1[N+](=O)[O-]	-3.6
Cc1ccc(C(=O)NCC2(c3ccccc3)CCCC2)cc1	-3.9*
COc1ccc(S(=O)(=O)Nc2ccc(F)c(Cl)c2)cc1OC	-3.3
CCOC(=O)c1cccc(N2C(=O)C3C(C2=O)C2C=CC3C23CC3)c1 (stereo not given)	-0.42
O=C(C(Cc1ccc(Cl)cc1)NS(=O)(=O)c1ccccc1)N1CC[C@@]2(O)CCCC[C@H]2C1 (stereo not given in full)	-1.6
CCN1CCN(C(C(=O)NC2CCCC2)c2ccc(Cl)cc2)CC1 (stereo not given)	-0.4
COC(=O)[C@H](CCSC)NC(=O)NCCC1=CCCCC1	0.96
Brc1ccc(-c2nnc(-c3ccccc3)o2)o1	-0.31
CCOc1ccc(-c2nnc3ccc(SCC(=O)N4CCCCC4)nn23)cc1	1.3
O=C(CCC1CCCCC1)Nc1ccccc1-c1ccccc1	-1.3
O=C(OC1CCOC1=O)c1ccc2ncsc2c1 (stereo not given)	0.36
CCOC(=O)C1=C(NC(=S)NC(=O)c2ccccc2)c2ccccc2CC1(C)C	-1.2
COC(=O)c1ccc(CSc2ncnc3c2nnn3-c2ccc(OC)cc2)o1	-0.43
CCc1ccc(CCC(=O)Nc2ccc(OC)cc2)o1	0.036
Cn1c(Cc2ccccc2)nnc1SCC(=O)c1cccs1	-0.78
CC12CCC(C(=O)N(CCC#N)CCC#N)(CC1=O)C2(C)C (stereo not given)	0.72
CN1CCN(c2nc3c(c(=O)n(C)c(=O)n3C)n2CC(N)=O)CC1	0.48
CN(CCc1ccccn1)C(=O)Nc1ccc(F)cc1	0.16
Cc1cccc(CN2CCN(CC(=O)NCc3ccc(F)cc3)C2=O)c1	0.11
COc1ccccc1NC(=O)CN1C(=O)NC(C)(C)C1=O	1.1
O=C1c2cccnc2C(O)N1Cc1ccc(F)cc1 (stereo not given)	0.15
CCCCN(C(=O)CCC(=O)O)C1CC(=O)N(c2ccc(OCCC)cc2)C1=O (stereo not given)	0.64
Cc1cc(NC(=O)CSc2nnc(-c3ccoc3C)n2N)no1	0.71
Fc1ccccc1CSc1nnc(-c2ccccc2)o1	-1.1
O=C(Nc1cc(-c2nc3ccccc3s2)ccc1Cl)c1ccc2c(c1)OCO2	-0.022
CC(C)NC(=O)c1onc(CSc2ccc(Cl)cc2)c1C(=O)O	-0.21
CC1(OC(=O)C2CCCC2)C(=O)C=C2C=C(c3ccsc3)N(CC3CC3)C=C2C1=O (stereo not given)	-0.42
Cc1ccc(N2C(=O)c3ccc(C(=O)N4CCN(c5cccc(C)c5C)CC4)cc3C2=O)cc1	-2.9
COCCNC(=O)C1(C)Oc2ccccc2NC1=O (stereo not given)	-0.58
CC(C)CCNC(=S)Nc1ccc(F)cc1	0.86
CC(C)CNC(=O)C1CCCN1S(=O)(=O)c1ccc(Cl)cc1 (stereo not given)	0.48
O=C1NC(c2cccs2)Nc2sc3c(c21)CCCC3 (stereo not given)	-0.48
O=S(=O)(Cc1ccc(Cl)cc1)CC(O)COCc1ccccc1 (stereo not given)	-0.68
CCO[C@@H]1OC(C(=O)O)=C[C@H](C2CC2)[C@H]1CCCO	0.23
CCOC(=O)c1c(NC(=O)c2cc(C(C)C)on2)sc(C(C)=O)c1C	-0.83
COc1cc(C(=O)OC(C)CN2CCN(C)CC2)cc(OC)c1OC (stereo not given)	-0.21
CC1CCN(C(=O)c2cc3ccccc3o2)CC1	-0.6
Cc1cccc(OCCCn2c(CCNC(=O)C(C)C)nc3ccccc32)c1	-1.1
Cn1c(N/N=C/c2c[nH]c3ccccc23)nc2ccccc21	-3.9
Cn1c(=O)[nH]c(=O)c2c1nc(N1CCOCC1)n2CC(O)COc1ccccc1 (stereo not given)	1.5
COc1c2c(cc3oc(C)cc(=O)c13)OC(C(C)(C)OC1OC(CO)C(O)C(O)C1O)C2 (stereo not given)	0.068
Cc1ccsc1/C=N/NC(=O)c1sccc1C	-0.43
COc1ccc(-c2cc3nc[nH]c(=O)c3s2)cc1	0.27
COc1cc2c(cc1OC)C(C(C)C)=NC(C)(C)C2	0.45
Cc1cc(N2CCOCC2)nc(SCc2ccc(Cl)cc2Cl)n1	-0.44
CCN(CC)S(=O)(=O)c1cccc(C(=O)NC(C(=O)Nc2nnc(C)s2)C(C)C)c1 (stereo not given)	0.73
Cc1nc(Nc2ccc(F)cc2)[nH]c(=O)c1CCC(C)C	-5.6*
COCCCNc1oc(COc2ccc(Cl)cc2Cl)nc1C#N	-5.6*
CCOc1ccc(N2C(=O)CN=C2Nc2ccccc2Cl)cc1	0.65
CCCCN(Cc1ccccc1)C(=O)C1CCCN(S(=O)(=O)c2cnc[nH]2)C1 (stereo not given)	-0.35
CN(C)/C=C1\C(=O)N(c2ccc(Oc3ccccc3)cc2)CS1=O (stereo not given)	0.13
N#CCCN(Cc1cccnc1)S(=O)(=O)c1ccc(S(=O)(=O)N2CCCCCC2)cc1	0.62
Cn1c(=O)c(=O)n(C)c2cc(S(=O)(=O)CCC(=O)N3CCOCC3)ccc21	-1
CC(Oc1ccccc1)C(=O)Nc1ccccc1O (stereo not given)	0.32

Further entries follow.
SMILES	Cav3 T inh
O=C1CC(NCc2ccccc2F)C(=O)N1c1ccccc1 (stereo not given)	0.31
O=C(Nc1ccc2c(c1)OCO2)C1CCCN1C(=O)NCc1ccccc1 (stereo not given)	0.26
COc1cccc(NC(=O)CSc2nnc(-c3ccoc3C)n2CC2CCCO2)c1 (stereo not given)	-0.019
COc1ccc(CCn2c3c(c(=O)[nH]c2=O)C(NC(=O)c2cccs2)(C(F)(F)F)C(=O)N3)cc1OC (stereo not given)	0.051
COc1cc(S(=O)(=O)NC2CCCCC2)ccc1F	0.14
Nc1cccc(C(=O)O)c1	-0.41
COc1ccccc1NS(=O)(=O)c1ccc(NC(=O)c2nc3ncccn3n2)cc1	0.83
Cc1ccc(NCc2nnc(SCC(=O)Nc3ncc(C)s3)n2CC2CCCO2)c(C)c1 (stereo not given)	-4.5*
NC(=O)C1CCCN(C(=O)Nc2cccc3ccccc23)C1 (stereo not given)	0.57
CCOC(=O)N1CCN(C(=O)CSCc2ccc(C)cc2)CC1	0.26
N#CC1=C(N)OC2=C(C(=O)CCC2)[C@]12C(=O)N(CC(N)=O)c1ccccc12	0.74

Only part of the results is shown, so the mix of outcomes need not match the whole.
